Screening data as filed in PubChem BioAssay.
IDE act – human IDE activators in live cells, primary screen, fluorescence polarization, HEK cells, FAbeta-B substrate; Insulin-degrading enzyme (Homo sapiens), P14735; FAbeta-B cleavage; 0% vehicle, 100% cell-free pure enzyme wells; activation, % at 5.96 µM; 0.073% of 340,000 active;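 active = activation above the mean of all tested compounds plus 3 SD, set per screening campaign, cut at about 17% in these data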
GalR3 antagonist – GalR3 antagonists in HEK293 cells, primary screen, cell-based, fluorescence readout; inhibition, % at 3 µM; 0.44% of 360,000 active; Galanin receptor type 3 (Homo sapiens), O60755; AID 651719, 2012; HEK293 GalR3-CNG cAMP membrane potential fluorescence; galR3 body fused to GalR1 C-terminus;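 active = inhibition above the screen-wide average plus 3 SD, cut at about 13% in these data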;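 note: forskolin and galanin both at EC90 stimulate the cells; cAMP rise reported by CNG channel membrane potential dye signal; 0% = forskolin plus galanin with DMSO and 100% = forskolin alone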
Target sequence (O60755 1-299 limits assumed): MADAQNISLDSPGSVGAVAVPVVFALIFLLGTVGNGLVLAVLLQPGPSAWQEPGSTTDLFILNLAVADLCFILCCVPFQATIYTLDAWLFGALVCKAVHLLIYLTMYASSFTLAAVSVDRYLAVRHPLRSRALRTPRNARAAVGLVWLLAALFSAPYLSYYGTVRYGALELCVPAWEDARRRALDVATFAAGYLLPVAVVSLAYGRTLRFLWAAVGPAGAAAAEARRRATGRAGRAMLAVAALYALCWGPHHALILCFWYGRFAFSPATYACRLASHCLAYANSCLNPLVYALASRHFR
MEKK3 PB1 HTS – modulators of MEKK3-MEK5 PB1 binding, primary screen, biochemical, wildtype MEKK3, multiplex bead flow cytometry, Alexa488-MEK5; Mitogen-activated protein kinase kinase kinase 3 (Homo sapiens), Q99759; bead-based flow cytometry, Alexa488-MEK5 binding to MEKK3; actives lie on both sides; 0 = blocked by unlabeled MEK5, 100 = vehicle; binding response (% of control), % at 10 µM; 1.4% of 290,000 active; AID 1529, 2009;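 active = binding response more than 3 SD above or below the average of its plate-row segment, actives on both sides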;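 note: Alexa488 bead fluorescence after subtracting the streptavidin-only scavenger bead signal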
Target sequence (Q99759 whole entry, looked up): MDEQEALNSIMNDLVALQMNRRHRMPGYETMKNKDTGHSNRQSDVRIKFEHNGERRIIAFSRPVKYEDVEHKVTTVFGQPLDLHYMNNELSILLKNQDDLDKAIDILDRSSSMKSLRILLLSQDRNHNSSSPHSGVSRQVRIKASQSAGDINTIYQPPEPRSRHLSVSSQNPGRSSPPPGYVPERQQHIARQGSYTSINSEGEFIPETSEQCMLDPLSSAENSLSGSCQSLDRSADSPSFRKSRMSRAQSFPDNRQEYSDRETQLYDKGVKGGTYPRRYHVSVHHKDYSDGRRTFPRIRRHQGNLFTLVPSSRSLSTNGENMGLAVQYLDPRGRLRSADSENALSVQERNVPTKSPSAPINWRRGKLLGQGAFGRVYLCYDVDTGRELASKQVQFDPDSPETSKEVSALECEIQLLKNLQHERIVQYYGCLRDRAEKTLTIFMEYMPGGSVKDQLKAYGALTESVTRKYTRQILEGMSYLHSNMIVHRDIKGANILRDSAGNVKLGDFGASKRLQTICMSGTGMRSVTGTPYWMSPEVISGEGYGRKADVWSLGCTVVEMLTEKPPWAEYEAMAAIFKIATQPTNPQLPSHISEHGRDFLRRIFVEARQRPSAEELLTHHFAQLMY
CRFBP-R2 block – antagonists of CRF-BP/CRF-R2 complex, primary screen, cell-based, HEK293, calcium dye fluorescence, uHTS | 0.59% of 350,000 active | AID 588475, 2011 | inhibition, % at 11.8 µM | CRF-induced calcium fluorescence;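 active = inhibition of the ligand-induced calcium signal above about 50% at the single tested concentration, limit read from the data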
CRFBP-R2 agonist – agonists of CRF-BP/CRF-R2 complex, primary screen, cell-based, HEK293, calcium dye fluorescence, uHTS. CRF-binding protein / CRF receptor 2 complex (human). calcium dye fluorescence (FLIPR); percent of saturating CRF peptide response. activation, % at 13.2 µM. 0.46% of 350,000 active. AID 588473, 2011;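 active = activation of at least 50%, plus an integration ratio under a set limit after plate pattern correction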;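 note: plate controls were neutral control wells without compound for no effect and CRF at EC100 for full effect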
M4 PAM – human M4 muscarinic receptor positive allosteric modulators, primary screen, CHO-K1 cells, Fluo-8 calcium fluorescence | Muscarinic acetylcholine receptor M4 (Homo sapiens), P08173 | CHO-K1 hM4/Gqi5, ACh EC20; 0% = ACh EC20, 100% = maximal ACh | activation, % at 3 µM | 0.4% of 360,000 active | AID 624126, 2012;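 active = activation above its plate's cutoff, the mean activation of sample wells plus 3 SD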; note: some results filed as inactive read as strong as hits
p-CIP stab down – p/CIP-EGFP fusion destabilizers, primary screen, fluorescence, F442A cells; 16 h; decrease of EGFP signal, % at 10 µM; 0.01% of 290,000 active; AID 1984, 2009;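 active = EGFP signal decrease of at least 30% at 10 µM or well 3 SD below plate mean, unless failing retest; inactive = the rest, including hits failing retest or dose response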; note: some compounds called inactive have numbers as strong as hits; many of its hits are not listed in these tables
IDE inh – human IDE inhibitors in live cells, primary screen, fluorescence polarization, HEK cells, FAbetaB substrate; Insulin-degrading enzyme (Homo sapiens), P14735; FAbetaB cleavage; inhibition, % at 5.59 µM; 0.41% of 320,000 active; AID 434962, 2010;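 active = percent inhibition above the average of all tested compounds plus 3 SD, set per screening campaign, cut at about 16% in these data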;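 note: IDE supplied by intact live HEK cells; FP after avidin binding of uncleaved biotin substrate so inhibition keeps polarization high; 0% = DMSO wells and 100% = 60 µM reference IDE inhibitor Ii1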
PHOSPHO1 inh – PubChem AID 1565. Phosphoethanolamine/phosphocholine phosphatase (Homo sapiens), Q8TCT1. recombinant PHOSPHO1, absorbance phosphatase assay. inhibition, % at 13.3 µM. 1.1% of 290,000 active; in the data active = inhibition above about 60%
* marks the source's active call; other numbers are inactive results; . = not tested or not shown.

No.	IDE act	GalR3 antagonist	MEKK3 PB1 HTS	smiles	CRFBP-R2 block	CRFBP-R2 agonist	M4 PAM	p-CIP stab down	IDE inh	PHOSPHO1 inh
1	-3.9	-5.1	105.0	Cc1cc(C)c2c(N)c(C(=O)C(C)(C)C)sc2n1	7.3	1.9	-0.8	-1.2	-0.9	48.4
2	-6.3	-5.0	101.0	CN(C)CCNc1nc2c(c(=O)[nH]c(=O)n2C)n1CC(O)COc1ccc(Cl)cc1 (centres undefined)	6.0	-1.4	1.6	8.7	5.7	-6.9
3	-2.5	2.1	.	CCN1C(=O)C(O)(CC(=O)/C=C/C=C/c2ccccc2)c2ccccc21 (centres undefined)	-6.6	1.8	5.4	-10.3	7.7	33.8
4	2.9	4.7	100.0	CCCCOc1ccc(C2C(C(=O)c3cccs3)=C(O)C(=O)N2CCN2CCOCC2)cc1 (centres undefined)	2.7	0.0	-2.3	5.9	3.7	-13.0
5	1.5	5.4	104.0	O=C(CSCc1ccccc1)Nc1ccc(S(=O)(=O)Nc2ncccn2)cc1	-3.6	-0.2	12.8	-8.6	-0.4	23.9
6	5.9	-2.2	.	Nc1nc2c(ncn2[C@H]2C[C@H](O)[C@@H](CO)O2)c(=O)[nH]1	12.8	-2.1	0.9	.	-1.3	.
7	-3.4	-1.3	93.0	O=C(CCCC(=O)OCC(Cl)=C(Cl)Cl)Nc1ccc(F)cc1	25.4	-6.2	-7.1	-0.3	0.4	-16.4
8	5.4	-10.3	99.0	Cc1cc(C)c(S(=O)(=O)Nc2ccccn2)c(C)c1	-8.2	-2.2	0.3	1.5	2.6	.
9	-1.4	-2.1	98.0	COc1ccc(C(=O)NNC(=O)CN2CCC(n3nnc4cc(C(F)(F)F)ccc43)CC2)cc1	-22.9	0.1	7.5	-10.3	-0.3	39.9
10	5.5	-7.8	.	Oc1ccc(C[C@@H]2CNCCN2CCc2cc(C(F)(F)F)cc(C(F)(F)F)c2)cc1	-14.0	6.7	24.9*	.	0.6	.
11	.	-4.4	.	COCc1cc(C)nc(OCC(=O)N/N=C/c2ccc(-c3cccc([N+](=O)[O-])c3)o2)c1C#N	.	.	.	1.8	4.2	25.8
12	.	-1.2	107.0	O=C(NCCN1CCOCC1)c1sc2ccccc2c1Cl	-0.4	-2.5	-0.1	10.0	-3.1	28.1
13	7.1	-3.1	101.0	Cc1nn(C(C)C(=O)NCc2ccc(Cl)cc2)c(=O)c2cc3occc3n12 (centres undefined)	10.9	-1.8	4.2	-1.7	-4.3	52.9
14	3.2	-3.8	98.0	O=C(CCC(=O)OCC(=O)c1ccc(-c2ccccc2)cc1)Nc1cccc(Cl)c1	-9.6	9.0	11.1	-9.8	10.3	11.4
15	0.4	-3.6	.	CCCN(C(=O)Cc1csc(-c2ccccc2)n1)C1CCS(=O)(=O)C1 (centres undefined)	5.9	-1.1	13.4	.	-2.9	.
16	-0.2	-8.2	104.0	COc1cc(/C=C/c2nc3ccccc3c(=O)[nH]2)ccc1OC(F)F	11.7	0.2	-7.1	-7.0	-3.9	35.6
17	-1.0	-3.8	104.0	CCOC(=O)N1CCC(NC(=O)C2CCCN(c3nc4ccccc4o3)C2)CC1 (centres undefined)	1.8	-1.7	-0.1	-5.8	0.3	8.9
18	3.5	-8.3	91.0	CCOC(=O)NC(=O)CSc1nc(-c2ccc(C)c(C)c2)cn1-c1ccccc1	-34.2	-1.4	4.9	-24.7	0.2	4.9
19	2.3	-4.5	108.0	Cc1ccccc1C(=O)NC1CCN(Cc2nnnn2C(C)(C)C)CC1	-17.0	-1.6	-1.1	-4.5	-2.6	32.8
20	7.8	6.0	98.0	N#C/C(=C(/O)COC(=O)CSc1ccc(Cl)cc1)c1nc2ccccc2[nH]1	-21.7	1.7	-6.5	-0.9	-0.7	-6.0
21	4.8	-4.4	103.0	CC(=O)Nc1ccc(C(=O)NCC(=O)OCc2c(F)cccc2Cl)cc1	-40.0	1.2	2.1	-4.3	-2.2	3.5
22	-3.1	-0.9	102.0	NC(=O)C1CCN(C(=O)CN(c2cccc(Cl)c2)S(=O)(=O)c2ccccc2)CC1	-0.1	-3.3	10.2	-16.3	0.8	23.3
23	4.0	-7.4	.	Cc1ccnc2nc(C(=O)OCC(=O)NC3CCCC(C)C3C)nn12 (centres undefined)	-3.4	1.4	20.9*	.	-1.3	.
24	6.6	-1.2	105.0	Cc1ccc(S(=O)(=O)N2CCCC(C(=O)O)C2)s1 (centres undefined)	3.4	1.8	5.3	-0.6	1.1	-4.5

Entries of single compounds, quoted from the list.
CCCN(C(=O)Cc1csc(-c2ccccc2)n1)C1CCS(=O)(=O)C1 (centres undefined) as listed: IDE act = 0.4; GalR3 antagonist = -3.6; MEKK3 PB1 HTS = .; CRFBP-R2 block = 5.9; CRFBP-R2 agonist = -1.1; M4 PAM = 13.4; p-CIP stab down = .; IDE inh = -2.9; PHOSPHO1 inh = .
CCOC(=O)N1CCC(NC(=O)C2CCCN(c3nc4ccccc4o3)C2)CC1 (centres undefined) as listed: IDE act = -1.0; GalR3 antagonist = -3.8; MEKK3 PB1 HTS = 104.0; CRFBP-R2 block = 1.8; CRFBP-R2 agonist = -1.7; M4 PAM = -0.1; p-CIP stab down = -5.8; IDE inh = 0.3; PHOSPHO1 inh = 8.9

As entered above:
Result for no. 18 in PHOSPHO1 inh: 4.9
Result for no. 21 in PHOSPHO1 inh: 3.5
Result for no. 22 in MEKK3 PB1 HTS: 102.0
Result for no. 20 in IDE act: 7.8

The list goes on.
No.	IDE act	GalR3 antagonist	MEKK3 PB1 HTS	smiles	CRFBP-R2 block	CRFBP-R2 agonist	M4 PAM	p-CIP stab down	IDE inh	PHOSPHO1 inh
25	-4.2	-2.8	101.0	Cc1c(CC(=O)N2CCN(C(=O)C3COc4ccccc4O3)CC2)c(=O)oc2c(C)c(O)ccc12 (centres undefined)	13.2	0.3	5.1	-15.8	7.9	35.9
26	-6.1	-5.5	102.0	CCc1n[nH]c(=S)n1/N=C/c1ccc(NC(C)=O)cc1	-18.4	-0.6	0.4	-1.8	2.2	-2.8
27	3.1	-1.5	104.0	CCN1CCN(CC(O)COc2ccc(C(C)=O)cc2)CC1 (centres undefined)	8.6	-0.4	8.6	-5.2	-5.0	15.2
28	.	-4.3	.	CC(C)(C)N1CC(C(=O)Nc2ccc(C(N)=O)cc2)CC1=O (centres undefined)	-6.6	-0.1	0.8	.	.	.
29	-2.6	2.5	103.0	Cc1ccc(C(=O)O)cc1S(=O)(=O)N1CCCC1	-3.0	0.3	4.7	-4.6	-1.1	0.2
30	3.5	-3.5	89.0	O=S(=O)(Nc1ccc(N2CCCCC2)cc1)c1cccc2cccnc12	0.2	-0.6	-5.5	-14.9	-0.2	1.2
31	-5.8	-4.3	99.0	CCN1C(=O)c2cccc3c(S(=O)(=O)NCCc4c[nH]c5ccccc45)ccc1c23	-16.7	0.5	-6.7	-2.3	-1.8	4.2
32	1.7	-7.1	97.0	COc1ccc(CC(=O)Nc2c(C(=O)N3CCN(c4ncccn4)CC3)oc3ccccc23)cc1	-1.6	-0.6	-6.0	9.2	2.2	45.3
33	-3.1	-4.2	97.0	COc1ccc(N2C(=O)CC(N3CCC(C(N)=O)CC3)C2=O)cc1 (centres undefined)	24.2	0.1	-4.3	1.8	-1.2	-3.9
34	7.6	-8.5	98.0	CCc1nc2nc(C)c(NS(=O)(=O)c3ccc(Br)s3)c(=O)n2[nH]1	16.3	-0.1	-4.9	-11.8	-3.5	32.0
35	5.6	-5.3	.	COc1ccc(C(CNC(=O)c2ccc(NS(=O)(=O)c3ccccc3)cc2)N2CCOCC2)cc1 (centres undefined)	-3.8	0.8	-4.0	.	.	.
36	7.9	-7.6	97.0	Cc1ccc(NC(=O)c2sc(=S)n(-c3cc(C)ccc3F)c2N)cc1	-6.4	0.0	0.9	12.3	4.1	-14.5
37	-1.3	-0.4	106.0	CCCc1nc2ccccc2c(=O)n1NC(=O)c1c(O)c2cccc3c2n(c1=O)CCC3	-3.4	3.8	4.0	0.3	1.3	-22.8
38	5.2	-7.8	97.0	O=C(CSc1nc2ccc([N+](=O)[O-])cc2[nH]1)c1ccc2ccccc2c1	-14.7	-0.1	-15.4	-10.5	7.0	-28.1
39	-0.1	2.8	110.0	CCCn1nc(C(=O)OCC(=O)c2c(N)n(C)c(=O)n(C)c2=O)c2ccccc2c1=O	-7.0	2.0	15.7	21.0	3.1	24.1
40	-0.2	-6.6	.	O=C(Cc1cccc(NC(=O)C2CCN(C(=O)C3CCCC3)CC2)c1)Nc1cccc(C(=O)N2CCOCC2)c1	2.9	-0.2	3.1	.	.	.
41	4.0	-2.9	102.0	Cc1cc(NC(=O)C(C)SCC(=O)OCc2c(Cl)cccc2Cl)no1 (centres undefined)	-30.3	9.5	-7.2	-13.7	-1.4	21.2
42	2.0	-11.2	110.0	O=C(Cc1ccc(Cl)cc1)Nc1ccc(-c2cc3ccccc3oc2=O)c(Cl)c1	14.1	2.3	-4.4	-6.7	1.0	-0.8
43	-1.8	5.5	79.0	CC1=NN(c2ccccc2)C(=O)/C1=C/C=C/c1ccc(N(C)C)cc1	32.1	-2.1	2.8	-0.4	.	5.6
44	5.0	-9.3	108.0	Cn1c(=O)oc2cc(S(=O)(=O)Nc3ccccc3O)ccc21	7.8	-0.1	-11.0	-17.9	.	29.1
45	2.4	-10.1	101.0	Cc1ccccc1NC(=O)Cn1cc(C(=O)C2CC2)c2ccccc21	8.1	-2.5	-0.1	12.4	6.1	-10.1
46	.	-0.9	.	Nc1cccc(OCCCCCOc2cccc(N)c2)c1	5.5	-2.9	-1.3	.	.	.
47	-0.2	-4.4	.	CC(C)C(NC(=O)c1cccc(S(=O)(=O)N2CCOCC2)c1)C(=O)NCc1ccc(Cl)cc1 (centres undefined)	2.9	-2.4	5.5	.	-2.5	.
48	3.6	-4.8	101.0	CCOC(=O)c1nn(-c2ccc(F)cc2)c(=O)c(C#N)c1C	3.8	0.8	-0.2	1.8	1.1	8.5
49	-0.3	-4.2	100.0	Cc1ccc2c(c1)S/C(=C/c1ccc[n+](CCO)c1)N2C	15.1	0.0	-3.6	-31.0	2.2	1.7
50	5.7	-1.2	97.0	CCc1cc(C(=O)NNC(=S)NCc2ccccc2)cs1	13.0	1.0	2.9	-8.6	-3.9	91.4*
